# uPA generation: blocks generation of uPA at the cell surface; 330,000 tested, 0.31% active; cell surface uPA generation assay, qHTS; Potency, µM (doses to about 38.3 µM), without a hit: at the highest dose activity change, negative = inhibition, actives largely listed as inhibitors; active means well fitted inhibition curve with a large enough effect; inconclusive means small, poorly fitted or top-dose-only effect; inactive means no such curve, though single readings can be large or run the other way; tested in mouse RAW 264.7 cells; further: on the % scale 0 is the no-effect control and ±100 the full control effect; nearly all actives have a fitted effect of over 55% in size
# NPC1 promoter act: activates the NPC1 promoter. AID 485313. Huh7 NPC1 promoter luciferase reporter, 24 h. 320,000 tested, 2.4% active. Potency, µM (series often up to 9.22 µM), for inactives: at the highest dose activation, hits mostly activators;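 further: % of control where 0% means no effect; nearly all actives have a fitted effect of over 60% in size; reporter is driven by a mutant NPC1 promoter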
#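 NPC1 promoter–luciferase Huh7 cells; 24 h compound; luminescence.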
# RORgamma inh: blocks mouse ROR gamma transcriptional activity | Drosophila S2 Gal4-RORgamma UAS-luciferase reporter, 20 h | Potency, µM (titrated, usually from 53.6 µM), for the others: at the top dose activity change, negative = inhibition, most hits filed as inhibitors | P51450 | 310,000 tested, 5.4% active; further: on the % scale 0 is the no-effect control and ±100 the full control effect; nearly all actives have a fitted effect of over 60% in size
# Target sequence (P51450 whole entry, looked up, the tested form may be a part): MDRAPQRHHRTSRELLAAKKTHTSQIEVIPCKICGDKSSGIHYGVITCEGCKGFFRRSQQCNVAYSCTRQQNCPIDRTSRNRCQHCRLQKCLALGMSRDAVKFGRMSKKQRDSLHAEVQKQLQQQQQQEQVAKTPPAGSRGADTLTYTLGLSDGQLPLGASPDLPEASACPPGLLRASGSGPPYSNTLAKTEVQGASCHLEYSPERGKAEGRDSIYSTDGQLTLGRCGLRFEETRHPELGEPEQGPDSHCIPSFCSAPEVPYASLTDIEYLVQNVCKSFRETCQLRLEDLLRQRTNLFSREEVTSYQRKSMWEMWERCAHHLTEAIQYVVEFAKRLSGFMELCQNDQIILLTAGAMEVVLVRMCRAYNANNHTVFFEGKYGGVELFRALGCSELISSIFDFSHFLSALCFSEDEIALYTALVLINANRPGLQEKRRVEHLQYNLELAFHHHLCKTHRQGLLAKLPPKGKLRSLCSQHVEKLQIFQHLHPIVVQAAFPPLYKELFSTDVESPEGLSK
#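 In this cell-based reporter format, copper sulfate (700 uM final) drives Gal4–ROR gamma fusion expression from a metallothionein promoter in Drosophila Schneider cells; compounds preincubated 1 hr, reporter read after 20 hr at ambient temperature.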
# ELG1 genotox: genotoxicity induction in ELG1-luciferase HEK293T cells. Potency, µM (doses to about 46 µM), for the others: at the top dose activity change, positive = activation, usual class: activators. HEK293T ELG1-luciferase reporter, luminescence, 16 h. 330,000 tested, 1.3% active; further: % of control where 0% means no effect; nearly all actives have a fitted effect of over 60% in size
#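 Cells (2,000/well) expressing the ELG1-luciferase fusion are dosed by pin tool and kept 16 hr at 37 °C, 5% CO2. Signal comes from ONE-Glo luciferase reagent after 30 min at room temperature.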
# FLuc modulator: inhibits or activates purified firefly luciferase, miR-21 counter-screen | purified FLuc, Km substrates, luminescence inhibition | P08659 | AID 588342 | 360,000 tested, 6.9% active | Potency, µM (highest dose often 57.5 µM), for the others: top-dose activity change, negative = inhibition, usual class: inhibitors;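 further: plate controls were vehicle for no effect and reference inhibitor for full effect; nearly all actives have a fitted effect of over 55% in size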
# Target sequence (P08659 whole entry, looked up): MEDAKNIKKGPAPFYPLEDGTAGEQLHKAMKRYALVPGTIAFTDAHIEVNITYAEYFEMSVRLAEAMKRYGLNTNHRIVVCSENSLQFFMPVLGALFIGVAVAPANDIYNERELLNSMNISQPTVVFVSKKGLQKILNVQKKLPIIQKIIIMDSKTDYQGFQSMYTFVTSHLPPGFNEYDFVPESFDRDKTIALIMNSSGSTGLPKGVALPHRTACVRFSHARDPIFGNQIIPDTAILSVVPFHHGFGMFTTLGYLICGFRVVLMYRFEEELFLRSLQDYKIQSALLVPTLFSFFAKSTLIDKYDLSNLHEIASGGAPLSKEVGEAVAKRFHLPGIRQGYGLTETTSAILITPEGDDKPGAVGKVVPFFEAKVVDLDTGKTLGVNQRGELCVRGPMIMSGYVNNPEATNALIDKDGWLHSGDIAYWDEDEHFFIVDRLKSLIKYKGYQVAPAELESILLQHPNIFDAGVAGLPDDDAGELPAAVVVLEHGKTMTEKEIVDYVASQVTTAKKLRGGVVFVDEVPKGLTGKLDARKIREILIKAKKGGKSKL
#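 Purified P. pyralis luciferase, 10 nM final, with Km-level 10 uM D-luciferin and 10 uM ATP in 50 mM Tris acetate pH 7.5, 10 mM Mg acetate, 0.01% Tween-20, 0.05% BSA; 6-point qHTS titration about 60 µM downward; luminescence read.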
# CXXC DNA block: blocks binding of human MLL CXXC domain to DNA. Q03164. MLL-CXXC / FITC-HOXA9 DNA fluorescence polarization. Potency, µM (top dose mostly 115 µM), for the others: top-dose activity change, negative = inhibition, actives largely listed as inhibitors. 290,000 tested, 0.037% active. AID 2662; active means well fitted inhibition curve with a large enough effect in the polarisation, with a control signal flat, not every such curve was filed as active; inconclusive means small, poorly fitted or top-dose-only effect, or effect the other way, or a change in a side signal; inactive means no such curve, though single readings can be large or run the other way; the % refers to the polarisation
#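 Purified MLL-CXXC (added from a 7 uM solution) was preincubated 5 min at ambient with pinned compounds in 50 mM Tris-HCl pH 7.5, 50 mM NaCl, 1 mM DTT, 0.05% BSA. Fluorescein-labeled HOX-A9 DNA (50 nM solution) followed, 30 min, then polarization read.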
# MBNL1 CUG block: MBNL1-poly(CUG) RNA binding inhibition; Q9NR56; TR-FRET MBNL1-His/biotin-(CUG)12 binding, 665/545 ratio; Potency, µM (titrated, usually from 57.5 µM), for the others: at the highest dose activity change, negative = inhibition, actives largely listed as inhibitors; 280,000 tested, 0.036% active; AID 2675; active means well fitted inhibition curve with a large enough effect in the signal ratio, with a control signal flat, not every such curve was filed as active; inconclusive means small, poorly fitted or top-dose-only effect, or effect the other way, or a change in a side signal; inactive means no such curve, though single readings can be large or run the other way; the % refers to the signal ratio; further: on the % scale 0 is the no-effect control and ±100 the full control effect
#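 Compound titration spanned 92 nM–58 uM against the MBNL1-His/biotin-(CUG)12 complex. After 60 min at room temperature with 5 nM streptavidin-XL665 and 0.055 ng/ul terbium anti-His, ratiometric 665/545 nm emission (Ex 340 nm) normalized to controls.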
# Rab9 prom act: Rab9 promoter activation; Huh7 Rab9 promoter-luciferase reporter, luminescence, 24 h; Potency, µM (highest dose often 9.22 µM), without a hit: at the highest dose activation, negative = inhibition, actives largely listed as activators; 320,000 tested, 2.8% active; AID 485297; further: % of control where 0% means no effect; nearly all actives have a fitted effect of over 60% in size
#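 Promoter activation is measured as luciferase luminescence in Huh7 cells stably transfected with a Rab9 promoter–luciferase construct, following 24 h compound exposure at 37 °C and 10 min reagent incubation at ambient temperature.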
# VP16 counter: inhibits Gal4-VP16 luciferase reporter, ROR gamma counter-screen; Drosophila S2 Gal4-VP16 UAS-luciferase, luminescence, 20 h; Potency, µM (highest dose often 53.6 µM), inactives show top-dose activity, negative = inhibition, hits mostly inhibitors; 310,000 tested, 3.5% active;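 further: Gal4-VP16 expression switched on by copper sulfate through the metallothionein promoter; on the % scale 0 is the no-effect control and ±100 the full control effect; nearly all actives have a fitted effect of over 50% in size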
# p53 reactivator: re-activators of mutant p53; H1299 p53-A138V BP100-luciferase reporter, luminescence, 24 h; Potency, µM (series often up to 92.2 µM), for the others: at the highest dose activity change, positive = activation, actives largely listed as activators; 320,000 tested, 0.063% active; further: % of control where 0% means no effect; nearly all actives have a fitted effect of over 45% in size
#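 H1299 (p53-null), stable ts p53-A138V + BP100-Luc; 1000 cells/well, Opti-MEM/10% FBS; cpd 4 pt, 1:5; 24 h, 37 deg C, 5% CO2; detection reagent 10 min RT; luminescence.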
# BRCA1 expr up: increases BRCA1 expression; Potency, µM (titrated, usually from 46.1 µM), for inactives: at the highest dose activation, most hits filed as activators; 380,000 tested, 1.1% active; MCF7-BRCA1-FFLuc reporter, luminescence, 48 h; response scale: scaled: vehicle 0%, 10 µM genistein 100%; AID 624202; further: nearly all actives have a fitted effect of over 80% in size; some results filed as inactive show a strong effect at the top dose
#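 Quantitative HTS in MCF7 cells stably reporting BRCA1 expression via firefly luciferase. Compound treatment lasts 48 h at 37 °C in phenol-red free MEM. Activation is expressed relative to genistein at 10 microM and DMSO.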
# * hit, by the source's call; ? = inconclusive; nt = not tested or not shown; & = joins results of further samples; [ ] = another dose, or the depositor's remark. Unless noted, the call rests on the fitted dose curve; in most records, active means well fitted curve in the direction sought with a large enough effect; inconclusive means small, poorly fitted or top-dose-only effect, or another doubt; inactive means no such curve, though single readings can be large; an effect the other way counts as inactive or inconclusive. Potency means the concentration at half of the fitted maximal effect. These rows are one share of the data (hit frequency here may not be typical).
cpd	mol	uPA generation	NPC1 promoter act	RORgamma inh	ELG1 genotox	FLuc modulator	CXXC DNA block
1	Cc1nn(CC(C)C(=O)N2CCN(S(=O)(=O)c3ccc(Cl)cc3)CC2)c(C)c1C (configuration not stated)	2%	1%	-9%	-4%	-3%	30%
2	CCN(CC)C(=O)c1cccc(NC(=O)c2cc(-c3ccccn3)nc3ccccc23)c1	5%	-1%	nt	-7%	?	nt
3	COc1ccc(NC(=O)C2=CCN(S(=O)(=O)c3ccccc3)CC2)cc1OC	-5%	0%	-4%	0%	-5%	3%
4	COc1ccc(-c2cc(C)no2)cc1S(=O)(=O)NCCCN1CCCCCC1	-4%	-1%	-12%	0%[9.26 µM]	-1%	-7%
5	COc1cc(OC)cc(C(=O)NNC(=S)NCc2ccco2)c1	-1%	-8%	-41%	-2%	-3%	-5%
6	CCC1=C(OC(=O)N(CC)CC)N2C(=O)OC(=NCC(=O)OC)[C@]2(Cc2ccccc2)[C@H]2C1=CC[C@H]1C(=O)N(CC(=O)OC)C(=O)[C@H]12	-16%	2%	39%&19%	7%	1%	-1%
7	Cc1c(C)n(CCCN(C)C)c2ncnc(Nc3ccc(F)cc3)c12	-21%	-1%	20%	0%	-5%	-9%
8	Nc1ccn(Cc2cccc(Cl)c2)n1	-1%	-4%	0%	6%	6%	9%
9	Cc1ccc(NCc2ccc(O)c3ncccc23)cc1C	3%	-3%	24%	6%	-3%	27%
10	Cc1cccc(N2CC(C(=O)Nc3nnc(SCC(=O)N4CCOCC4)s3)CC2=O)c1 (configuration not stated)	3%	0%	-12%	2%	-2%	?

cpd	MBNL1 CUG block	Rab9 prom act	VP16 counter	p53 reactivator	BRCA1 expr up
1	-3%	5%	3%	-6%	19%
2	nt	-1%	nt	-16%	-14%
3	0%	0%	-7%	-2%	-1%
4	?	-1%	-5%	-1%	-3%
5	-1%	2%	-21%	0%	7%
6	10%	-6%	6%&-6%	-4%	0%
7	-7%	7%	-4%	-4%	-5%
8	nt	5%	-4%	7%	-16%
9	9%	9%	?	1%	-12%
10	0%	5%	0%	5%	1%

# Additional records.
cpd	mol	uPA generation	NPC1 promoter act	RORgamma inh	ELG1 genotox	FLuc modulator	CXXC DNA block
11	O=C(NCCN1CCOCC1)c1ccccc1[N+](=O)[O-]	-1%	1%	-2%	-5%	-2%	2%
12	O=C(Nc1ccc(F)cc1)Nc1cccnc1Cl	-5%	23%	10%	4%	17µM*	-1%
13	O=C(Nc1ccccc1OC(F)F)c1ccc(S(=O)(=O)N2CCCC2)cc1	-3%	-3%	nt	0%	-8%	nt
14	CN(NC(=O)c1ccco1)c1nc2ccccc2nc1C(F)(F)F	-1%	-4%	?	1%	-1%	1%
15	O=C(NC(NCc1cccnc1)C(Cl)(Cl)Cl)c1cccc2ccccc12 (configuration not stated)	-4%	-1%	7%	-4%	0%	-1%
16	Cc1ccccc1CCNC(=O)CCn1ccc2cc(S(=O)(=O)N3CCCC3)ccc21	-7%	-6%	2%	-4%	3%	1%
17	Nc1c(C(=O)c2ccccc2)sc2nsc(SCCN3CCOCC3)c12	-13%	?	-4%	9%	21µM*	?
18	Nc1c(S(=O)(=O)c2cccs2)c2nc3ccccc3nc2n1Cc1cccs1	2%	3%	-12%	-11%	2%	20%
19	COC(=O)C1C2C=CC(C3CC23)C1C(=O)OCC(=O)c1ccccc1 (configuration not stated)	-4%	-15%	20%	4%	2%	-5%
20	CC(=O)N1CCN(C(=O)COc2ccccc2C(=O)Nc2ccccc2)CC1	1%	-7%	-18%	1%	5%	-1%

cpd	MBNL1 CUG block	Rab9 prom act	VP16 counter	p53 reactivator	BRCA1 expr up
11	?	-4%	-4%	42%	-4%
12	-12%	?	4%	11%	56%
13	nt	10%	nt	0%	-7%
14	12%	-3%	17%	-6%	-3%
15	?	1%	5%	7%	-25%
16	1%	-6%	-4%	-12%	-3%
17	?	?	?	18%	?
18	53%[activator]	-3%	6%	-4%	-20%
19	-8%	3%	17%	-1%	-4%
20	-4%	0%	-4%	1%	4%

# Some of these compounds in order of their number in BRCA1 expr up, largest number first.
nr	molecule	BRCA1 expr up
14	CN(NC(=O)c1ccco1)c1nc2ccccc2nc1C(F)(F)F	-3%
19	COC(=O)C1C2C=CC(C3CC23)C1C(=O)OCC(=O)c1ccccc1 (configuration not stated)	-4%
13	O=C(Nc1ccccc1OC(F)F)c1ccc(S(=O)(=O)N2CCCC2)cc1	-7%

# Next part.
cpd	mol	uPA generation	NPC1 promoter act	RORgamma inh	ELG1 genotox	FLuc modulator	CXXC DNA block
21	COc1ccc2cc(/C=N/NC(=O)c3c(Cl)cnn3C)c(Cl)nc2c1	2%	-5%	-37%	1%	3%	?
22	CC(C)[C@H](NS(=O)(=O)c1ccc2c(c1)OCCO2)C(=O)OCC(=O)Nc1ccccc1Cl	0%	1%	-33%	-2%	0%	-4%
23	CCCc1nc2ccc(NC(=O)NCCC(=O)OCC)cc2c(=O)n1Cc1ccc(Cl)cc1	-1%	0%	32%	-4%	-2%	22%
24	Cc1ccc(C(=O)N/N=C\c2ccc[nH]2)cc1[N+](=O)[O-]	0%	-48%[inhibitor]	2µM*	0%	-10%	4%
25	CCOc1ccc(Br)cc1S(=O)(=O)NCCN1CCCC1	2%	1%	-4%	-7%	1%	-8%
26	CCC1C(=O)NCCN1C(=O)c1ccccc1OC1CCN(S(C)(=O)=O)CC1 (configuration not stated)	10%	3%	16%	2%	-2%	8%
27	Cc1cccc(N2CCN(S(=O)(=O)c3ccc4c(c3)n(C)c(=O)c(=O)n4C)CC2C)c1 (configuration not stated)	nt	-1%	0%	4%	4%	-2%
28	CCCCN(C(=O)CC1CCCC1)c1c(N)n(CCCC)c(=O)[nH]c1=O	17%	-2%	nt	2%	5%	nt
29	CCOc1ccc(NC(=O)N(CCC(C)C)C(C)c2ccco2)cc1 (configuration not stated)	0%	-1%	25%	-4%	-12%	-14%
30	O=C(NCC1CCCO1)c1cccc(S(=O)(=O)Nc2ccc(SC(F)F)cc2)c1 (configuration not stated)	-3%	-6%	nt	-2%	-1%	nt

cpd	MBNL1 CUG block	Rab9 prom act	VP16 counter	p53 reactivator	BRCA1 expr up
21	15%[11.5 µM]	3%	-13%	9%	3%
22	nt	-7%	-6%	1%	-4%
23	15%	-5%	-10%	8%	-6%
24	?	-37%[inhibitor]	?	6%	30%
25	5%	2%	5%	-4%	-2%
26	-2%	17%	-6%	-3%	16%
27	-8%	-5%	-8%	0%	-22%
28	nt	2%	nt	-2%	-5%
29	-3%	3%	?	3%	-15%
30	nt	1%	nt	-16%	-18%

# Carrying on.
cpd	mol	uPA generation	NPC1 promoter act	RORgamma inh	ELG1 genotox	FLuc modulator	CXXC DNA block
31	O=C(c1cc(-c2ccccc2Cl)nc2ccccc12)N1CCC1	-2%	-8%	nt	-1%	-2%	nt
32	CCOc1ccc(S(=O)(=O)N(CC(=O)N2CCc3ccccc32)Cc2ccco2)cc1	6%	6%	26%	-11%	-1%	-1%
33	CCN(CC)S(=O)(=O)c1ccc(N2CCOCC2)c(NS(=O)(=O)c2ccc(C(C)C)cc2)c1	-2%	0%	6%	4%	-5%	1%
34	COc1ccc(-c2csc(NC(=O)c3ccccc3F)n2)cc1	20%	1%	18%	8%	?	-3%
35	Cc1ccc(CN2C(=O)CNC2=S)cc1	3%	-4%	?	5%	-3%	-1%
36	Cc1ncc([N+](=O)[O-])n1Cc1cccc(F)c1	-2%	0%	19%	1%	-2%	8%
37	CCOCC(=O)N1CCCC(C(=O)OCC)C1 (configuration not stated)	-6%	-3%	-27%	-1%	3%	-2%
38	COc1cccc(/C=N/Nc2nnc(C)n2N)c1O	-5%	9%	2.2µM*	-4%	-13%	-7%

cpd	MBNL1 CUG block	Rab9 prom act	VP16 counter	p53 reactivator	BRCA1 expr up
31	nt	-2%	nt	-9%	-17%
32	9%	1%	-6%	0%	-22%
33	2%	-2%	3%	-7%	-1%
34	36%[activator]	5%	3%	nt	?
35	-2%	-7%	-8%	3%	-3%
36	5%	-2%	-4%	-3%	0%
37	-1%	-8%	1%	1%	-6%
38	?	8%	3.2µM*	?	-43%

# Screening data: PubChem BioAssay, National Center for Advancing Translational Sciences (NCATS)
